Mot1-301 SUMO – blocks SUMOylation pathway, rescuing yeast Mot1-301 growth; S. cerevisiae Mot1-301 growth rescue, ATP luminescence, 38.5C; percent above DMSO median, 100 means doubled; growth rescue, % at 18.8 µM; 320,000 tested, 1% active;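 active = every valid replicate shows activation above 250% relative to neutral control wells; inactive = the rest, any valid replicate at or below 250%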;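 note: OY570 slx delta 5 strain wells were the positive control but not used for scaling; some compounds called inactive have numbers as strong as hits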
MITF act – activators of MITF-driven TRPM1 promoter activity in SK-MEL-5 cells | SK-MEL-5 TRPM1-promoter luciferase, 24 h; % of positive control, neutral wells = 0 | activation, % at 12.5 µM | 300,000 tested, 0.75% active;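 active = mean activation of at least 80% with every replicate also reaching 80%; inconclusive = mean reaches 80% but some replicate falls short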;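 note: 0% = neutral control wells and 100% = parthenolide positive control wells; values of inactives mirror those of a sister screen read the other way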
DSG3 Ab inh – inhibitors of pemphigus antibody binding to human desmoglein-3; 310,000 tested, 0.48% active; P32926; DSG3-coupled beads, scFv-anti-DSG3-GFP binding, flow cytometry; hits give low values; binding (percent of control), % at 10 µM; AID 588358;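 active = binding more than 3 SD below its plate's average and above zero; inconclusive = below that plate limit but binding exactly zero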;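 note: hits lower antibody fragment binding to DSG3; some compounds called inactive have numbers as strong as hits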
Target sequence (P32926 whole entry, looked up, the tested form may be a part): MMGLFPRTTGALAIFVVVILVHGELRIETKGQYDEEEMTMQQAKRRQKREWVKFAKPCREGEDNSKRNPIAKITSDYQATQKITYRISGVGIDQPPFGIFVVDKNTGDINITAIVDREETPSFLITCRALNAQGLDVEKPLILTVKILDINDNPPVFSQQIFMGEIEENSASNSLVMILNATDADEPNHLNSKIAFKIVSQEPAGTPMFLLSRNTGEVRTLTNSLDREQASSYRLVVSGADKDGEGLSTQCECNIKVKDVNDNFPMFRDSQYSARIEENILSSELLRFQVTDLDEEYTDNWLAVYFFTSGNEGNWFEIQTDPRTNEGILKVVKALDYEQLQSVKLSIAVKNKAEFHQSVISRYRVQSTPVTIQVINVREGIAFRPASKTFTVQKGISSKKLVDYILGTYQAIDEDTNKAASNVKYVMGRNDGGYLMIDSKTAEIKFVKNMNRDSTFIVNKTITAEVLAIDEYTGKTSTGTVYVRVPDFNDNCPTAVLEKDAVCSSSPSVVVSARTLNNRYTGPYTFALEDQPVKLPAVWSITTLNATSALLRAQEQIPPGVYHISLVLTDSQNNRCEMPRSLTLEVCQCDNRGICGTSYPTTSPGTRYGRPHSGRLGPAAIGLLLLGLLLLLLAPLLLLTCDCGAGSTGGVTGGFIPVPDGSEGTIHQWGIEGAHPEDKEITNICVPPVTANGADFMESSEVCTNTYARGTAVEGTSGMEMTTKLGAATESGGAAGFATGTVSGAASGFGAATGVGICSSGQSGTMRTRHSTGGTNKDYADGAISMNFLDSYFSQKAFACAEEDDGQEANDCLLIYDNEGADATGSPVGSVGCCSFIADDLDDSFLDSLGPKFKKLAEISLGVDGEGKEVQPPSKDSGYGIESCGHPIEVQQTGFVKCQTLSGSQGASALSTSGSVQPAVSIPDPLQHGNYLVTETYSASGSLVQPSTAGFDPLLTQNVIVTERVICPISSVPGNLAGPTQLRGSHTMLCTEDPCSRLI
NSD2 inh – inhibitors of human histone methyltransferase NSD2 | O96028 | AID 743445 | NSD2 peptide methylation, AlphaScreen, 120 min | inhibition, % at 12.5 µM | 310,000 tested, 0.54% active; in the data active = inhibition above about 50%
Arrestin-AP2 inh – inhibitors of human beta-arrestin and AP2 interaction; FITC-arrestin peptide / GST-AP2 beads, flow cytometry; AP2 beta2 appendage carries R879A mutation; inhibition, % at 10 µM; 340,000 tested, 0.31% active; AID 504490;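 active = inhibition above a set limit, near 3 SD of compounds lacking own fluorescence, cut at about 54% in these data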;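 note: plate controls were DMSO wells for no effect and 5 µM unlabelled arrestin peptide for full effect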
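test system = AP2 appendage R879A on GSH beads | buffer or medium = PBS plus Tween 20 (0.05%) and BSA (0.1%) | incubation = 12 min plus 1 h, RT | detection = bead flow cytometry, FITC channel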
PKA-R1A activ – activators of PKA-R1A complex; AID 504707; activation, % at 11.4 µM; P00514+P68181; PKA-R1A dissociation, Cy5-IP20 fluorescence polarization; scaled: DMSO 0%, 113 µM cGMP 100%; 340,000 tested, 0.083% active;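 active = percent activation above the mean of all tested compounds plus 3 SD, cut at about 19% in these data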;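 note: higher means more PKAc released from R1A so a rise in polarization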
CDK5 inh – blocks human CDK5/p35 kinase activity | Q00535+Q15078 | Recombinant CDK5/p35, ADP-Glo luminescence, 60 min | inhibition, % at 10 µM | 330,000 tested, 0.01% active | AID 488839;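 active = highest replicate inhibition of at least 50% and at least 75% of replicates reaching 50%; inconclusive = only one of the two criteria met; inactive = both criteria failed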;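 note: plate controls were DMSO neutral control for no effect and GW8510 at 10 µM for full effect; many of its hits are not listed in these tables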
SR-BI DiI-HDL act – enhances SR-BI lipid uptake from DiI-HDL; CHO ldlA[mSR-BI] cells, DiI-HDL uptake fluorescence, 3 h; 100 = double the neutral-control signal; AID 504775; 320,000 tested, 0.096% active; activation, % at 12.5 µM;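 active = mean replicate activation of at least 60% and every replicate at or above 60%; inconclusive = mean or all-replicate condition met, but not both; inactive = mean below 60% and not all replicates reaching 60%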;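 note: 0% = median plate neutral-control signal and 100% = twice that signal; values of inactives mirror those of a sister screen read the other way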
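System: LDL receptor-deficient CHO ldlA cells overexpressing murine SR-BI | Timing: 3 h uptake period with compound, 37 °C | Medium: HEPES-buffered (25 mM, pH 7.4) F12 plus 0.5% BSA | Dosing: Single-point compound dose | Signal: Bottom-read fluorescence, 550/595 nm | Read-out: Retained DiI signal reflecting DiI-HDL uptake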
PKA-R2B activ – activators of human PKA-R2B complex. AID 504700. activation, % at 11.4 µM. PKA-R2B holoenzyme dissociation, Cy5-IP20 fluorescence polarization; R2B truncated from residue 108, S112A mutant; 0% DMSO only, 100% 113 µM cGMP. 340,000 tested, 0.079% active;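 active = activation above a cutoff set at the mean over all compounds plus 3 SD, cut at about 18% in these data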;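 note: higher means more holoenzyme dissociation and a rise in polarization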
SR-BI DiI inh – blocks mouse SR-BI lipid uptake from DiI-HDL; Q61009; ldlA[mSR-BI] CHO cells, DiI-HDL uptake fluorescence, 3 h; inhibition, % at 12.5 µM; 320,000 tested, 0.96% active; AID 488896;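 active = mean replicate inhibition of at least 70% and a set share of replicates each scoring 70 or more; inconclusive = meets just one of the two criteria; inactive = fails both criteria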;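 note: 0% = median of neutral control wells and 100% = median of positive control wells; values of inactives mirror those of a sister screen read the other way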
dFosB act – activators of mouse delta FosB homodimer | 340,000 tested, 0.99% active | AID 493131 | purified delta FosB, TAMRA-CDK5 oligo fluorescence polarization; percent of positive-control signal above neutral wells | activation, % at 25 µM | P13346;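 active = mean activation above about 17%, with every replicate also reaching it, limit read from the data, passing the limit was not always enough; inconclusive = only one of the two conditions met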;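 note: fluorescence polarization rise as delta FosB binds a TAMRA Cdk5 AP-1 oligo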
An asterisk follows results filed as active; ? = inconclusive; · = no result given.

SMILES	Mot1-301 SUMO	MITF act	DSG3 Ab inh	NSD2 inh	Arrestin-AP2 inh	PKA-R1A activ	CDK5 inh	SR-BI DiI-HDL act	PKA-R2B activ	SR-BI DiI inh	dFosB act
O=C(O)c1ccccc1O	0	10	104	·	-3	2	-6.3	12	4	-12	1
Cc1cccc(C)c1N1CCN(S(=O)(=O)N(C)C)CC1	12	3	99	0	-24	1	-0.5	23	-4	-23	-3
O=C(COC(=O)CNS(=O)(=O)c1c(F)cccc1F)NC(=O)NC1CCCCC1	3	9	·	0	-8	-9	0.4	-7	-4	7	-5
NC(=O)C1CC(=O)N(c2ccc(OCC(=O)Nc3ccc(F)cc3)cc2)C1 (configuration not stated)	108	8	100	-1	1	8	1.0	5	2	-5	2
Cc1cccc(/C=N\NC(=O)c2csnn2)c1	41	61	107	-1	29	-3	4.9	20	-2	-20	-6
FC(F)(F)c1nc(NCc2ccccc2)c2nnn(Cc3ccccc3)c2n1	0	-9	93	-2	-3	8	0.6	-12	-2	12	-6
CCCSc1nnc(-c2c[nH]c3ccccc23)n1CC	13	15	115	·	4	-8	0.7	-5	-11	5	2
COc1ccccc1NC(=O)CN1CCN(c2ccccn2)CC1	-4	-6	97	6	6	6	0.1	-13	-5	13	2
O=C(Nc1ccc(-n2cccn2)cc1)C1CCN(Cc2ccsc2)CC1	22	5	118	3	24	0	-1.1	3	2	-3	-10
COc1ccc(/C=N/N2C(=O)CSC2=S)cc1Br	7	-11	99	·	23	-5	-1.2	-7	8	7	0
CC(=O)Nc1ccc(S(=O)(=O)NCC(=O)OCC(=O)c2ccc[nH]2)cc1	11	10	110	13	2	-2	-0.7	46	-2	-46	-3
Cn1nc(-c2ccc(Cl)cc2)c2cc(C(=O)N3CCN(c4ccccc4)CC3)sc21	100	-24	105	·	-11	-3	-0.4	-22	-16	22	-8
COc1ccccc1C(c1nnnn1CC1CCCO1)N1CCC(C(N)=O)CC1 (configuration not stated)	-2	0	102	-3	-6	4	-1.2	17	9	-17	-2
Cc1ccc(NS(=O)(=O)c2ccc(CCC(=O)NCc3ccccn3)cc2)cc1	7	13	98	-2	4	-6	-1.0	7	-2	-7	-11
COc1ccc(-c2csc3nc(-c4ccccc4)oc(=O)c23)cc1OC	20	-6	·	-4	-2	8	0.2	-50	2	50	12
CCN(CC(=O)Nc1c(F)cccc1F)C(=O)CCCOc1ccc(OC)cc1	-12	5	119	0	5	-11	-1.3	-14	-8	14	2
Cc1ccc(S(=O)(=O)CCC(=O)OCC(=O)N(C)c2ccccc2)cc1	·	-2	110	-4	6	-5	0.1	19	-8	-19	5
O=C(NCCCN1CCOCC1)c1ccc(Sc2ccccc2Cl)c([N+](=O)[O-])c1	491	13	96	5	-7	13	·	34	-7	-34	-1
COc1ccc(/C=C(\C#N)C(=O)NCc2cccs2)cc1OC	59	-5	103	-3	4	-7	-0.8	9	5	-9	-6
Cc1cc(C)cc(Nc2nc3c(S(=O)(=O)c4ccccc4)nnn3c3ccccc23)c1	-1	3	101	-2	-8	-10	-0.9	4	-1	-4	2
O=C(CSC(=S)N1CCCC1)Nc1cc2c(cc1Br)OCCO2	0	11	104	0	5	-4	0.2	2	9	-2	-9
COc1cccc(CN(C)C(=O)CCC(=O)c2cc(Br)ccc2OC)c1	50	0	100	-2	0	0	0.1	-25	1	25	-11
CC(=O)Nc1ccc(S(=O)(=O)Nc2ccccn2)cc1	13	2	101	6	40	6	-0.1	-5	13	5	4
Cc1ccc(S(=O)(=O)N2CCN(C(=O)CSc3nnnn3C)C2)cc1	-20	8	96	·	7	-3	-1.5	-3	5	3	5
COc1ccccc1CCNC(=O)C(=O)NCC1OCCN1S(=O)(=O)c1ccc2c(c1)OCCO2 (configuration not stated)	6	-10	120	8	-2	-5	-0.3	-16	-5	16	6

Arranged by formula weight (highest first): six of the compounds above.
SMILES	Mot1-301 SUMO	MITF act	DSG3 Ab inh	NSD2 inh	Arrestin-AP2 inh	PKA-R1A activ	CDK5 inh	SR-BI DiI-HDL act	PKA-R2B activ	SR-BI DiI inh	dFosB act
COc1cccc(CN(C)C(=O)CCC(=O)c2cc(Br)ccc2OC)c1	50	0	100	-2	0	0	0.1	-25	1	25	-11
CCN(CC(=O)Nc1c(F)cccc1F)C(=O)CCCOc1ccc(OC)cc1	-12	5	119	0	5	-11	-1.3	-14	-8	14	2
CC(=O)Nc1ccc(S(=O)(=O)NCC(=O)OCC(=O)c2ccc[nH]2)cc1	11	10	110	13	2	-2	-0.7	46	-2	-46	-3
O=C(Nc1ccc(-n2cccn2)cc1)C1CCN(Cc2ccsc2)CC1	22	5	118	3	24	0	-1.1	3	2	-3	-10
COc1ccc(/C=N/N2C(=O)CSC2=S)cc1Br	7	-11	99	·	23	-5	-1.2	-7	8	7	0
COc1ccc(/C=C(\C#N)C(=O)NCc2cccs2)cc1OC	59	-5	103	-3	4	-7	-0.8	9	5	-9	-6

The list goes on:
SMILES	Mot1-301 SUMO	MITF act	DSG3 Ab inh	NSD2 inh	Arrestin-AP2 inh	PKA-R1A activ	CDK5 inh	SR-BI DiI-HDL act	PKA-R2B activ	SR-BI DiI inh	dFosB act
CCCCN(C(=O)c1ccc(N2C(=O)c3ccccc3C2=O)cc1)c1c(N)n(CC(C)C)c(=O)[nH]c1=O	·	6	75	0	-3	-8	-1.0	40	-2	-40	?
COc1ccc(S(=O)(=O)Cc2ccc(C(=O)NC3CCC(C)CC3)o2)cc1 (configuration not stated)	8	-2	105	0	-3	-15	-0.3	-16	-3	16	-8
C=CCSc1nnc(-c2ccccc2NC(C)=O)c(=O)[nH]1	18	-3	105	2	10	-4	-5.2	31	0	-31	2
Cc1ccc(S(=O)(=O)OCC(=O)Nc2ccc(C(=O)O)c(O)c2)cc1	·	·	84	·	-14	1	-1.7	29	-7	-29	-12
CCOc1cccc(-c2csc(C3COc4ccccc4O3)n2)c1 (configuration not stated)	-4	78	90	-3	-4	1	0.7	-10	1	10	-4
Cc1c(C(=O)N/N=C/c2ccc(N3CCOCC3)cc2)nc2ccccn12	-1	2	103	0	36	-2	0.5	4	-4	-4	2
O=C(CN(Cc1ccccc1Cl)C(=O)c1csnn1)NCc1ccc2c(c1)OCO2	-11	-3	107	1	-1	-8	0.2	2	0	-2	0
Cc1ccc(NNC(=O)CCc2ccccc2)c(C)c1	36	5	111	-1	-1	-1	1.4	14	-4	-14	2
CCc1ccc(NC(=O)Nc2cccs2)cc1	11	74	100	1	1	-2	-0.2	-34	-9	34	-7
COc1ccc(CCNC(=O)COC(=O)c2ccc(C)s2)cc1	-13	11	104	-3	-11	-4	-0.3	20	1	-20	3
CC(C)(C)N(Cc1ccccc1)C(=O)COC(=O)c1ccccc1SCC(=O)N1CCCC1	67	-16	107	1	-3	-5	-1.3	-30	-5	30	-14
Cc1cccc(NC(=O)CCC(=O)N2CCOCC2)n1	12	2	102	5	-9	-5	-1.4	3	-6	-3	-2
O=C(CCC1CCCN(C(=O)CC2=CCCCC2)C1)N1CCN(c2ccccn2)CC1 (configuration not stated)	2	0	106	-2	-13	4	-1.1	6	-5	-6	0
CC(C)(C)[C@H]1C=C(C(=O)NCc2ccccc2)O[C@@H](OCc2ccc(CO)cc2)C1	2	·	108	·	-3	3	-0.5	3	-14	-3	4
CCOC(=O)N1CCN(C(=O)c2nc3ccccc3s2)CC1	9	·	99	-2	-6	2	-1.0	0	12	0	4
CC(C)(C)OC(=O)N1CCC(CNC(=O)c2cccs2)CC1	-24	·	98	-2	3	·	-3.4	6	·	-7	-4
O=C(Cn1ccccc1=O)NCc1ccc(F)cc1	5	4	·	6	7	4	0.1	-4	4	4	-5
COc1cccc(C(=O)NNC(=O)c2ccc3ccccc3c2O)c1	42	·	·	7	-16	-1	-0.5	-107	-2	108*	-3
C#CC[N+]1(CC#Cc2ccc(C#CC[N+]3(CC#C)CCOCC3)cc2)CCOCC1	·	10	103	·	11	0	1.4	19	-9	-19	8
O=C(CSCc1c(Cl)cccc1Cl)Nc1ccccc1-c1ccccc1	-5	-3	112	-1	-6	-3	-1.8	-29	-3	29	-6
Cc1cccc(C(=O)Nc2nc3ccc(S(C)(=O)=O)cc3s2)c1	19	·	108	5	15	-1	0.3	-42	-3	42	-4
Cc1ccc(-c2nnc(N(C)C(=O)C3CCCO3)s2)cn1 (configuration not stated)	·	39	99	-2	5	4	0.6	31	-4	-31	-4
Cc1cc(C)c(O)c(CN(C)Cc2cc(Cl)cc(Cl)c2O)c1	·	-22	114	9	29	3	-0.5	-112	0	112*	-6
CC(=O)c1ccc(NC(=O)CSc2nnc(-c3ccncc3)o2)cc1	1	4	102	-3	-16	-6	-0.6	10	2	-10	-6
CCn1c(C)cc(=O)cc1-c1ccc(Cl)cc1	6	-2	98	-2	4	7	-2.3	6	-3	-6	3
O=C(CNc1cccc(S(=O)(=O)N2CCCC2)c1)Nc1ccc(F)c(F)c1	52	-6	100	-1	7	-12	11	-11	-6	11	-5

Sorted by value in PKA-R1A activ (descending): three from the list above
SMILES	Mot1-301 SUMO	MITF act	DSG3 Ab inh	NSD2 inh	Arrestin-AP2 inh	PKA-R1A activ	CDK5 inh	SR-BI DiI-HDL act	PKA-R2B activ	SR-BI DiI inh	dFosB act
COc1ccc(-c2csc3nc(-c4ccccc4)oc(=O)c23)cc1OC	20	-6	·	-4	-2	8	0.2	-50	2	50	12
CC(C)(C)N(Cc1ccccc1)C(=O)COC(=O)c1ccccc1SCC(=O)N1CCCC1	67	-16	107	1	-3	-5	-1.3	-30	-5	30	-14
Cc1cc(C)cc(Nc2nc3c(S(=O)(=O)c4ccccc4)nnn3c3ccccc23)c1	-1	3	101	-2	-8	-10	-0.9	4	-1	-4	2

Assay outcomes deposited in PubChem by several laboratories.
